# PRMT1 inh – PRMT1 methyltransferase inhibitors, primary screen, biochemical, fluorescence polarization. recombinant PRMT1, activity-based probe fluorescence polarization. hit rate 1.3% among 370,000. Protein arginine N-methyltransferase 1 (Homo sapiens), Q99873. inhibition, % at 2.79 µM;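 active = inhibition above about 21% made by adding two undisclosed values, limit read from the data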
# Target sequence (Q99873 whole entry, looked up): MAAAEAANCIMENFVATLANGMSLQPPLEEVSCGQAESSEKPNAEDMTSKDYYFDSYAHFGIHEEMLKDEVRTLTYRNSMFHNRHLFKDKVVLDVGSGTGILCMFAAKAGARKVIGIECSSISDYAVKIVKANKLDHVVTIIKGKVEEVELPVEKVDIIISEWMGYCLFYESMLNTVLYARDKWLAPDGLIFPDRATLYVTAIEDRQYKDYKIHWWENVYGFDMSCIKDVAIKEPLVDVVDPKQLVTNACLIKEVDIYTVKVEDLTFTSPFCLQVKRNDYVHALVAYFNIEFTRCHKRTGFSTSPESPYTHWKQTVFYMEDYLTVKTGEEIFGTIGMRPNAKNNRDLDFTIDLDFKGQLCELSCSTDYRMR
# mABHD4 FP – ABHD4 inhibitors, primary screen, biochemical, fluorescence polarization, mouse; (Lyso)-N-acylphosphatidylethanolamine lipase (Mus musculus), Q8VD66; purified mABHD4, FP-Rh probe fluorescence polarization; inhibition, % at 8.92 µM; hit rate 0.54% among 370,000; AID 720543, 2013;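 active = inhibition exceeding the mean over every tested compound plus 3 SD, cut at about 30% in these data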;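 also: 0% = plate median of compound wells and 100% = S159A mutant with DMSO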
#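 Assay system: mouse ABHD4 enzyme, wild type / Also added: fluorescent activity-based probe FP-Rh / Doses: single nominal dose of 8.92 µM, 0.89% DMSO final / Timing: 45 min compound pre-incubation plus 60 min probe step, 25 °C / Signal: FP readout, ex 525 nm / em 598 nm / Control set: S159A mutant/DMSO as 100%, compound-well median as 0%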
# Rev-erbA mod – modulators of Rev-erb alpha DNA binding, primary screen, biochemical, FITC-DNA, fluorescence polarization, uHTS; Nuclear receptor subfamily 1 group D member 1 (Homo sapiens), P20393; Rev-erbα–FITC-DNA binding, 90 min; activity, % at 10 µM; hit rate 0.79% among 370,000; AID 1259318, 2017;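 active = activity above about 14%, limit read from the data; passing the limit was not always enough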;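 also: 0% = DMSO wells with 35 nM protein and 100% = DMSO wells with 750 nM protein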
# rCAG binder – binders of r(CAG) RNA repeats, primary screen, biochemical, fluorescence; r(CAG) RNA repeat, TO-PRO-1 dye displacement fluorescence; inhibition, % at 3 µM; hit rate 1.3% among 370,000; AID 651821, 2012;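 active = inhibition above the plate cutoff, the mean of all test compounds on that plate plus 3 SD, cut at about 35% in these data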;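 also: 0% = DMSO alone and 100% = 100 µM mitoxantrone as full dye displacement; higher means more dye released from RNA so lower well fluorescence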
# HTRA1 inhibitor – HTRA1 serine protease inhibitors, primary screen, biochemical, fluorescence polarization, HTS | hit rate 0.5% among 340,000 | recombinant HTRA1, FP-rhodamine activity-based probe | AID 504803, 2011 | inhibition, % at 5.96 µM | Q92743; in the data active = inhibition above about 36%;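 also: 0% = enzyme with DMSO and 100% = wells lacking enzyme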
# Target sequence (Q92743 whole entry, looked up): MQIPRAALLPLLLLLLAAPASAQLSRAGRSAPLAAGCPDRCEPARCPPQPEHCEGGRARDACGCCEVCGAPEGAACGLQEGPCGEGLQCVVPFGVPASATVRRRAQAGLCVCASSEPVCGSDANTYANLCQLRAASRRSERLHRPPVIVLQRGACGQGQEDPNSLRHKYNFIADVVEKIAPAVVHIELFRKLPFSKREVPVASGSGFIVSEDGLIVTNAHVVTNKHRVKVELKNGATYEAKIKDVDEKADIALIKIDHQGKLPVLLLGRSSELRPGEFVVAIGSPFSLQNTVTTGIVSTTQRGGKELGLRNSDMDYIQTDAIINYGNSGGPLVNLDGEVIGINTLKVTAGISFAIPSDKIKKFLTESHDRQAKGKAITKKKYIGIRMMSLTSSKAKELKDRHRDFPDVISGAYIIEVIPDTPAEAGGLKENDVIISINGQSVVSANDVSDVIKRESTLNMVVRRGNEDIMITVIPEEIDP
# LEDGF integ inh – blockers of LEDGF/p75-dependent integrase strand transfer – biochemical, TR-FRET, high throughput, primary screen | AID 743269, 2014 | HIV-1 integrase (with human LEDGF/p75) | hit rate 0.64% among 370,000 | TR-FRET IN-LEDGF/p75 DNA integration, Eu/Cy5 | inhibition, % at 3.7 µM;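 active = inhibition above the screen-wide mean plus 3 SD, cut at about 13% in these data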;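 also: signal is the Cy5 over europium emission ratio at 671 and 618 nm; 0% = plate median of compound wells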
# TCR CD3 inh – inhibitors of human TCR-CD3 interaction, primary screen, biochemical, fluorescence, TAMRA-labeled TCR probe; hit rate 0.37% among 360,000; inhibition, % at 9.4 µM; AID 651800, 2012; T-cell receptor (TCR); in the data active = inhibition above about 19%;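 also: recombinant mutant TCR 2C K166C tagged with TAMRA read by polarization; 0% = receptor in buffer alone and 100% = receptor with positive control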
# MBD2 inh – inhibitors of MBD2 binding to methylated DNA, primary screen, biochemical, TR-FRET, DNA-binding domain, human | Methyl-CpG-binding domain protein 2 (Homo sapiens), Q9UBB5 | MBD2 binding to methylated oligonucleotide | inhibition, % at 4.4 µM | hit rate 0.31% among 370,000; in the data active = inhibition above about 13%
# PG9 binder – binders of HIV-1 gp120 antibody PG9, primary screen, biochemical, TR-FRET. inhibition, % at 6.7 µM. TR-FRET gp120-PG9 antibody binding. hit rate 0.43% among 360,000. HIV-1 gp120 / PG9 antibody interaction; in the data active = inhibition above about 8.5%
# UHRF1 binding – UHRF1 methylated DNA binding inhibitors, primary screen, counter-screen for MBD2 inhibitor project, biochemical, TR-FRET, human UHRF1, single concentration; E3 ubiquitin-protein ligase UHRF1 (Homo sapiens), Q96T88; UHRF1 binding to methylated oligo; inhibition, % at 4.4 µM; hit rate 0.75% among 370,000; AID 687016, 2013; in the data active = inhibition above about 21%;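 also: UHRF1 SRA domain binding a hemimethylated CpG hairpin DNA probe; 0% = median of test compound wells and 100% = reference inhibitor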
# Starred values were filed as active, the others as inactive; . = not tested or not shown.
SMILES,PRMT1 inh,mABHD4 FP,Rev-erbA mod,rCAG binder,HTRA1 inhibitor,LEDGF integ inh,TCR CD3 inh,MBD2 inh,PG9 binder,UHRF1 binding
COc1ccccc1CNC(=O)CN1CCC(NC(=O)c2ccccc2F)CC1,-1,3,1,-2,6,1,-5,6,1.6,5
CCOC(=O)c1[nH]c2ccccc2c1NC(=O)COC,-5,-7,-1,3,4,4,-4,-7,2.7,-1
Cc1ccc(Sc2ncccc2C(=O)O)c(C)c1,-3,-1,-7,-1,2,1,-1,-1,0.9,-1
COc1ccc(-n2c(SCC(=O)Nc3ccc(NC(C)=O)cc3)nc3ccccc3c2=O)cc1,3,-2,-1,3,-5,0,1,0,0.3,2
Cc1nnc(SCCC(C)C)[nH]c1=O,1,-2,3,-2,7,1,-4,5,5.6,3
Clc1ccc2nc(-c3ccco3)c(Cc3ccccc3)n2c1,24*,2,-13,21,.,6,-1,6,0.1,16
CCN1CCN(c2ccc(S(=O)(=O)N3CCCCC3)cc2NC(=O)/C=C/c2cccc(OC)c2OC)CC1,1,9,-3,0,-12,-3,6,-2,-0.8,0
COc1ccc(S(=O)(=O)Nc2ccncc2)c(C)c1C,-3,-3,0,0,5,2,-1,-3,3.6,0
CCn1c(COc2ccccc2OC)nnc1SCC#N,-2,4,1,1,-6,3,-10,-2,0.3,-1
COc1ccc(CCNC(=O)c2ccccc2OCc2c(C)noc2C)cc1,-1,1,-2,4,2,1,2,0,0.3,-3
Fc1cccc(CSc2ccc(-c3ccco3)nn2)c1,24*,-5,7,3,-5,2,5,0,-1.9,0
O=C(NCc1ccco1)C1CCCN1C(=O)Nc1ccccc1 (stereo not drawn),4,-2,0,0,6,0,-9,-5,0.5,1
O=C(N/N=C/c1ccc2nccnc2c1)c1cccc([N+](=O)[O-])c1,-4,0,11,-1,4,0,-1,-3,0.5,1
COc1ccc(C(=O)OCC(=O)NCCc2ccc(F)cc2)cc1S(=O)(=O)N1CCOCC1,2,3,-6,0,8,-1,-4,3,-0.7,-1
COCCn1c(-c2ccc(-c3ccc([N+](=O)[O-])cc3Br)o2)nc2c1c(=O)[nH]c(=O)n2CC(C)C,11,9,-3,10,3,-1,1,2,-0.6,-3
COc1cc(/C=C2/SC(=S)N(Cc3ccccc3)C2=O)cc(Cl)c1O,-1,-140,5,14,-88,-3,-86,0,-0.8,4
COC(=O)c1[nH]c2ccccc2c1NC(=O)CN1CCN(C/C=C/c2ccccc2)CC1,-2,13,4,-6,-3,-1,-3,3,1.0,-6
CCN(CC)c1ccc2cc(-c3nnc(-c4ccccc4)o3)c(=O)oc2c1,10,-2,18,-42,-6,1,-1,0,-3.2,-12
COc1ccc(-c2nc3n(n2)C(c2ccncc2)C(C(N)=O)=C(C)N3)cc1 (stereo not drawn),3,-1,1,-4,3,-3,-1,1,0.5,2
CCOC(=O)c1sc(C)c2c(=O)n(CCc3ccccc3)nnc12,0,6,-1,-2,3,-1,4,1,0.1,-1
CCC1CCCCN1CCCNC(=O)c1ccc(/C=C2/Sc3ccccc3NC2=O)cc1 (stereo not drawn),-2,0,3,4,-29,5,4,-7,-6.7,-11
O=C(COC(=O)/C=C/c1cnc2ccccc2n1)NCC(F)(F)F,2,1,10,-3,2,-3,2,0,1.9,2
O=C(Nc1ccc(S(=O)(=O)N2CCCCC2)cc1)c1ccc(=O)[nH]c1,0,-3,-4,8,-4,-1,4,0,1.3,-3
Cc1nc(-c2ccc(S(=O)(=O)Nc3ccc(Br)cc3F)cc2)co1,0,-6,-4,30,-5,-5,4,2,-0.9,0
CC1=NN(C(=O)c2cccnc2)C(O)(C(F)(F)F)C1 (stereo not drawn),-5,1,-3,2,2,4,11,-2,-0.4,-2
COc1cc(NS(=O)(=O)c2ccc(C)cc2)c2ncccc2c1,-6,-8,1,2,-7,-26,6,-2,-0.8,0
Cc1cccc(S(=O)(=O)NC(=O)C2(C)CCN2C(=O)CCc2ccccc2)c1 (stereo not drawn),-1,7,2,5,.,1,-1,1,-0.1,2
O=C(N/N=C/c1coc2ccccc2c1=O)c1cc2ccccc2o1,3,2,-2,8,2,0,0,0,0.6,4
O=C(CN1CCN(S(=O)(=O)c2cccc(Cl)c2)CC1)N1CCCCC1,17,4,7,-2,16,-2,-1,6,-0.5,4
CSc1cccc(NC(=S)N2CCCN(Cc3ccc(F)cc3)C2)c1,-7,-18,-3,-1,-18,-2,2,-2,-2.4,-1
COc1ccc2nc(NC(=O)CSCc3c(C)noc3C)sc2c1,-2,2,-1,3,-13,-3,4,1,2.3,0
COc1cc(C(=O)Oc2cccc(/C=N/NC(=O)c3cc(C)[nH]n3)c2)cc(OC)c1OC,0,-13,-3,2,-2,1,-1,1,-0.2,1
COc1cc2c(C#CCCCO)c(-c3ccc(C#N)cc3)oc(=O)c2cc1OC,11,-8,-28,13,-4,-4,2,-5,0.1,2
Cc1cc(C(=O)CSc2nnc(-c3ccc(F)cc3)o2)c(C)n1CC1COc2ccccc2O1 (stereo not drawn),0,3,-2,7,-11,1,-4,-4,-0.8,0
Cc1cc(Cl)ccc1NC(=O)CN1C(=O)CSc2ccc(S(=O)(=O)N3CCOCC3)cc21,-1,4,2,2,-7,2,9,-1,-0.7,-1
CCS(=O)(=O)N1CCN(CC(=O)NC2CCCCC2)CC1,1,0,3,1,-3,-4,-6,-2,-1.2,4
COc1ccc(-c2sc3ccc(-c4ccc5c(c4)OCO5)cc3c2-c2ccc(OC)nc2)cc1,0,-10,6,12,-8,3,4,12,0.0,7
C=C1c2nc3ccccc3n2C=C(c2ccc(C)cc2)N1c1ccccc1,18,10,5,6,6,3,2,-5,-2.3,-5
O=C(O)c1ccc(Cn2cnc3c(=O)[nH]cnc32)cc1,-1,3,-6,1,-3,0,3,1,0.6,0
CCc1nn(CCCC(=O)NCc2ccccc2C)c(=O)c2cc3occc3n12,4,-2,4,-3,0,4,12,3,0.0,1
O=C1CCC(C(=O)N2CCCCO2)CN1Cc1cccc(C(F)(F)F)c1 (stereo not drawn),2,2,-5,-9,0,-4,-9,2,-2.4,2
CCOC(=O)c1c(NC(C)=O)sc2c1CCC(C=O)=C2Sc1ccccc1,31*,12,2,14,-11,0,-4,0,1.5,0
COc1ccc(C)cc1S(=O)(=O)NC(C)c1cnn(-c2ccccn2)c1C (stereo not drawn),2,8,0,-3,-4,-4,2,6,0.5,5
CC(C)C(O)C1CCN(Cc2nc(Cc3ccccc3Cl)no2)CC1 (stereo not drawn),-4,-13,0,-5,4,8,-6,-4,-2.1,-1
Cc1cc(NC(=O)COC(=O)c2nccnc2N)n(-c2ccccc2)n1,-2,2,0,2,3,0,-2,0,-0.6,-2
CCOc1ccccc1NC(=O)N1CCCN(c2ncccc2C#N)CC1,-2,6,4,-10,-2,0,0,7,-2.0,1
COC(=O)C1=C(C)N(CCCC(=O)O)C(=O)NC1c1ccc(Cl)cc1 (stereo not drawn),-2,2,-4,0,-1,-1,-7,4,1.0,-1
C[C@H]1CN([C@@H](C)CO)C(=O)CCCn2cc(nn2)CO[C@@H]1CN(C)C(=O)Nc1ccnc(N2CCOCC2)c1,0,3,-3,1,7,2,2,-2,1.2,1
Cc1cccc(C)c1NC(=O)CSc1nc(COc2ccccc2)nc2ccccc12,2,2,7,-1,-2,0,-6,4,1.4,0
COc1ccc(Cl)cc1NC(=O)C/C(C)=N/NC(=O)c1ccccc1Cl,6,-34,4,10,-4,-2,-3,3,1.1,3
COCC(=O)N1CCN(c2cccc(C(F)(F)F)c2)CC1,-2,-4,0,-4,1,-1,5,-4,-1.2,-3
Cc1cc(C)c2cc(C#N)c(NCCCN)nc2c1,-1,1,0,12,.,-4,2,2,0.9,-5

# The list is partial (hit frequency here may not be typical).
